Screening data as filed in PubChem BioAssay.
CRE-bla Fsk: CRE-bla signaling modulation under forskolin stimulation | Potency, µM (top dose mostly 38.2 µM), for inactives: top-dose activity change, negative = inhibition, usual class: activators | CHO CRE-bla reporter (cAMP response element driving beta-lactamase), forskolin EC10, beta-lactamase ratio | 2.5% of 71,000 active; active = well fitted activation curve with a large enough effect in the signal ratio, with a control signal flat, not every such curve was filed as active; inconclusive = small, poorly fitted or top-dose-only effect, or effect the other way, or a change in a side signal; the % refers to the signal ratio; note: potency is the fitted concentration of half-maximal effect; % of control where 0% means no effect
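CRE-bla CHO reporter cells treated with compound titration plus EC10 NKH 477 (water-soluble forskolin), incubated 3 h at 37 °C; CCF4 loading 2 h at room temperature, 460/530 nm emission ratio read, AC50 values derived for positive or negative modulators.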
15-hLO inh: 15-hLO (ALOX15) enzyme inhibition. P16050. purified 15hLO-1, xylenol orange hydroperoxide absorbance. Potency, µM (series often up to 57.1 µM), inactives show top-dose activity change, negative = inhibition, hits mostly inhibitors. 1.4% of 74,000 active. AID 887; note: potency is the fitted concentration of half-maximal effect; % is set by controls: 0 for no effect and ±100 for the full control effect; nearly all actives have a fitted effect of over 55% in size
Target sequence (P16050 whole entry, looked up): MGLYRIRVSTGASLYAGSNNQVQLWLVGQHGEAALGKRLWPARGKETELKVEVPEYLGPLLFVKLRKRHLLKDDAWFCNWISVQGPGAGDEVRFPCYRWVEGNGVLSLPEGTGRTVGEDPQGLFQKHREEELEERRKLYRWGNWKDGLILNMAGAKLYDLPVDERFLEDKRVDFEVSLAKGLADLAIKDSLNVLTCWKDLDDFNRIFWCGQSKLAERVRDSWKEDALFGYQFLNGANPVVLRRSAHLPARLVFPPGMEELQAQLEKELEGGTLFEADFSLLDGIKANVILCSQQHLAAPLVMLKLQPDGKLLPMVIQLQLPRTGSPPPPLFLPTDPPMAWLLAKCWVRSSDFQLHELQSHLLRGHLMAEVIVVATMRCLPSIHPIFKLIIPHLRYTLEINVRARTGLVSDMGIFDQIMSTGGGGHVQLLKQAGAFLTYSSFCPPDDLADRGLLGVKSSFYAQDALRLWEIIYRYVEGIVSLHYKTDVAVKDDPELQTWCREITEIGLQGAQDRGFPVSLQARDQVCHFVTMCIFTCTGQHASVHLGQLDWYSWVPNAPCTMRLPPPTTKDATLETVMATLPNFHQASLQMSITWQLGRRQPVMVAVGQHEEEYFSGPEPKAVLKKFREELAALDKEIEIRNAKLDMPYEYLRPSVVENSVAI
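Inhibition is scored from a chromogenic endpoint. After 15 min enzyme-compound contact, arachidonic acid (50 uM final) reacts 6 min with 40 nM 15hLO-1 at room temperature, then Fe-XO reagent is added for 30 min and absorbance ratio recorded.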
ERK AVP inh: inhibitors of vasopressin-stimulated ERK signaling pathway; Potency, µM (highest dose often 57.5 µM), inactives show at the highest dose activity, negative = inhibition, actives largely listed as inhibitors; HEK293-V1b, vasopressin-stimulated pERK AlphaScreen; 0.99% of 72,000 active; note: potency is the fitted concentration of half-maximal effect; % is set by controls: 0 for no effect and ±100 for the full control effect; nearly all actives have a fitted effect of over 55% in size
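Overnight-seeded V1b-HEK293 cells in 1% FBS got compound, then vasopressin (25 nM final, 5 min, 37C), then lysis buffer. AlphaScreen detection of phospho-ERK; activity normalized to basal and full-stimulation controls.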
Rhodamine autofl: compound fluoresces in the rhodamine spectral region. 0.05% of 59,000 active. Rhodamine-region fluorescence, 547/598 nm, Tris buffer; active compounds read high. max dye-equivalent concentration, M; in the data active = max dye-equivalent concentration above about 11 nM; inconclusive = between about 1.1 nM and that limit
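A six-point rhodamine series on each plate calibrates the signal. Compounds sit in 100 mM Tris (pH 8.0) for 15 min at ambient temperature before imaging through 547 nm/598 nm filters.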
Texas Red fluor: compound fluoresces in the Texas Red spectral region; Compound fluorescence, Texas Red channel, 547/618 nm; active compounds read high; max dye-equivalent concentration, M; 0.06% of 59,000 active; AID 587; in the data active = max dye-equivalent concentration above about 10 nM; inconclusive = between about 1.1 nM and that limit
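qHTS profiling of intrinsic compound fluorescence; 100 mM Tris pH 8.0; 15 min RT; ex 547 / em 618 nm; response expressed as Texas Red dye-equivalent concentration from six-point plate standard.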
Pol III holo inh: inhibitors of bacterial DNA polymerase III holoenzyme. reconstituted DNA polymerase III holoenzyme replication, biochemical. Potency, µM (highest dose often 57.1 µM), for the others: at the highest dose activity change, negative = inhibition. 0.25% of 71,000 active. AID 603; note: potency is the fitted concentration of half-maximal effect; % is set by controls: 0 for no effect and ±100 for the full control effect
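Reconstituted *E. coli* holoenzyme (0.35 nM Pol III, 1 nM beta, 154 nM SSB, 2 nM primase) was preincubated with compound for 15 min at RT. Synthesis on 1.4 nM ssM13Gori ran 35 min, then was stopped with PicoGreen/EDTA and read as dsDNA fluorescence.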
HBB splice mod: alters splicing of the hemoglobin beta chain; HBB splicing reporter cell assay, activation; EGFP reporter with mutant IVS2-654 intron; response scale: normalised to 500 nM splice-correcting PNA; Potency, µM (titrated, usually from 46.1 µM), without a hit: at the top dose activation, usual class: activators; 0.06% of 65,000 active; note: potency is the fitted concentration of half-maximal effect; 0% is about no effect
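Compounds were applied for 2 days to HeLa EGFP-654 cells, 500/well in Optimem with 2% FCS. The reporter's EGFP is disrupted by mis-splicing of beta-globin intron IVS2-654. Readout: summed well GFP fluorescence from 488 nm laser scanning; reference was 500 nM antisense […] 654 PNA.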
Luciferase inh: firefly luciferase inhibition; purified firefly luciferase, luminescence, 8 min; Potency, µM (highest dose often 57.1 µM), without a hit: top-dose activity change, negative = inhibition, usual class: inhibitors; 2.2% of 72,000 active; note: potency is the fitted concentration of half-maximal effect; % is set by controls: 0 for no effect and ±100 for the full control effect; nearly all actives have a fitted effect of over 40% in size
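Compounds were tested as concentration series (qHTS) against purified P. pyralis luciferase with luciferin and 10 uM ATP in 50 mM imidazole pH 7.2, 50 mM KCl, 7 mM MgCl2, 0.01% Tween 20, 0.05% BSA. Luminescence was read after 8 min at ambient temperature.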
HADH2 inh: blocks human hydroxyacyl-CoA dehydrogenase type II | Q99714 | recombinant HADH2, NADH fluorescence, beta-hydroxybutyryl-CoA | Potency, µM (doses to about 57.1 µM), without a hit: at the highest dose activity change, negative = inhibition, hits mostly inhibitors | 3.4% of 73,000 active; note: potency is the fitted concentration of half-maximal effect; % is set by controls: 0 for no effect and ±100 for the full control effect; nearly all actives have a fitted effect of over 60% in size; many of its hits are not listed in these tables
Target sequence (Q99714 whole entry, looked up, one chain of several): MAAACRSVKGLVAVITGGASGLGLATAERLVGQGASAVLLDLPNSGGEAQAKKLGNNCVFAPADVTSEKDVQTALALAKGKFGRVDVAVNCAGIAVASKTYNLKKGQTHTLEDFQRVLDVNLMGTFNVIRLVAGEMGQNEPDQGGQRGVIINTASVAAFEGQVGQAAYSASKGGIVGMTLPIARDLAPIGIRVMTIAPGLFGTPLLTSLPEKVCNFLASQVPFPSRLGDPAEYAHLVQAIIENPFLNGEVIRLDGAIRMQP
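Buffer 100 mM Tris-HCl pH 9.0/0.01% Tween-20; HADH2 20 nM; NAD+ 1 mM; beta-hydroxybutyryl-CoA 90 uM (all final). 15 min cpd preincubation, RT.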
Hsp90 Hop PPI: changes Hsp90-Hop TPR2A binding signal, up or down; Potency, µM (top dose mostly 57 µM), inactives show top-dose activity change, negative = inhibition; AlphaScreen TPR2A-His6 binding biotin-Hsp90 C-terminal peptide; 0.44% of 71,000 active; AID 595; active = well fitted curve in either direction with a large enough effect; inconclusive = small, poorly fitted or top-dose-only effect, or another doubt; note: potency is the fitted concentration of half-maximal effect; % is set by controls: 0 for no effect and ±100 for the full control effect; many of its hits are not listed in these tables
Tau fil binding: tau filament binding; P10636; recombinant tau filaments, thioflavin S fluorescence, 15 h; filaments grown with octadecylsulfate alongside compound; Potency, µM (titrated, usually from 57.1 µM), for the others: at the highest dose activity change, negative = inhibition; 2% of 71,000 active; AID 596;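 note: potency is the fitted concentration of half-maximal effect; % is set by controls: 0 for no effect and ±100 for the full control effect; actives lower thioflavin S fluorescence by blocking filaments or displacing dye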
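Quantitative HTS: thioflavine S signal from ODS-induced tau filaments, excited at 450 nm, emission 510 nm. Conditions: 1 uM tau, 30 uM ODS, 15 h at 37 C, pH 7.4.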
* hit, by the source's call; i = inactive; ? = inconclusive; nt = no result given; [ ] = another dose, or the depositor's remark. Unless noted, calls come from the whole dose curve; as a rule, active = well fitted curve in the direction sought with a large enough effect; inconclusive = small, poorly fitted or top-dose-only effect, or another doubt; inactive = no such curve, though single readings can be large; an effect the other way counts as inactive or inconclusive. Some of the compounds tested (hit frequency here may not be typical).

SMILES	CRE-bla Fsk	15-hLO inh	ERK AVP inh	Rhodamine autofl	Texas Red fluor	Pol III holo inh	HBB splice mod	Luciferase inh	HADH2 inh	Hsp90 Hop PPI	Tau fil binding
COC(=O)c1cc2sc(Cl)cc2n1CC(=O)N1CCCc2ccccc21	-5%	-13%	0%	i	i	1%	0.0%	0%	35%[activator]	0%	-11%
COc1ccc(S(=O)(=O)NCc2ccc3c(c2)OCO3)cc1C(=O)O	-3%	5%	1%	nt	nt	-8%	-2.9%	1%	-14%	-1%	9%
CCc1ccccc1N=C1SCC(=O)N1C	1%	-11%	-6%	i	i	3%	-1.0%	0%	-2%	3%	9%
CCCN1C(=O)c2ccc(C(=O)Nc3cc(C)on3)cc2C1=O	-1%	-1%	-6%	i	i	-4%	0.1%	-1%	-2%	-4%	2%
COc1cccc(OC)c1OCCNC[C@@H]1CSc2ccccc2O1	-13%	-4%	-3%	i	i	-3%	-0.7%	-1%	-14%	-10%	-4%
O=C1C=C(NCc2ccco2)CCC1	-3%	0%	-14%	i	?	2%	-0.1%[57.5 µM]	-1%	-6%	-3%	4%
COc1ccc(C)cc1NC(=O)c1cc2cc3ccc(C)cc3nc2o1	?	2%	7%	i	i	-3%	0.0%	0%	14%	0%	0%
O=C(CSc1nnc(CNC(=O)c2cccs2)o1)Nc1cccc(C(F)(F)F)c1	-8%	-4%	-7%	i	i	2%	-0.9%	-2%	11%	5%	-3%
CCc1nnc(NS(=O)(=O)c2ccc(NC(=O)OC)cc2)s1	-6%	-7%	5%	i	i	-1%	10%[0.369 µM]	2%	?	-1%	-10%
CC1(c2ccccc2Cl)NC(=O)N(CC(=O)NC(=O)NCc2ccco2)C1=O (stereo not given)	-8%	-1%	-8%	i	?	-4%	-4.5%	-1%	-11%	-2%	-3%
O=C(CN1C(=O)c2ccccc2C1=O)NC1(C(=O)O)CCCC1	4%[7.6 µM]	-1%[11.4 µM]	9%[11.5 µM]	i	i	-12%[11.4 µM]	2.9%[9.22 µM]	3%[11.4 µM]	-4%[11.4 µM]	-4%[11 µM]	-2%[11.4 µM]
C=CCn1c(SCC(=O)NC2CCS(=O)(=O)C2)nc2scc(C3CC3)c2c1=O (stereo not given)	?	-11%	-21%	i	i	4%	-1.2%	-2%	9%	-3%	-3%
CC(NC(=O)OCc1ccccc1)C(=O)N1CC(O)CC1C(=O)O (stereo not given)	4%	7%	-8%	i	i	-2%	-0.6%	1%	-10%	2%	-4%
c1ccc(-n2nnc3cnccc32)cc1	17%	1%	-1%	i	i	-7%	2.1%[57.5 µM]	-1%	4%	-3%	-13%
O=C(CCN1C(=O)c2ccccc2C1=O)Nc1ccc2c(c1)OCCO2	12%	4%	-6%	i	i	-4%	1.4%	-2%	4%	-2%	-4%
COc1ccc(O[C@H]2C=C[C@@H](c3ccccc3)O[C@H]2COC(=O)N2CCCCC2)cc1	nt	1%[11.4 µM]	13%[11.5 µM]	nt	nt	nt	-1.0%[9.22 µM]	0%[11.4 µM]	?	nt	nt
CCn1c(SCC(=O)C(C)(C)C)nnc1-c1cnccn1	?	2%	-8%	i	i	-2%	0.1%	-3%	8%	-3%	-4%
CCOC(=O)NC1(C(F)(F)F)NC(=O)N(Cc2ccco2)C1=O (stereo not given)	7%	-19%	0%	i	i	-4%	0.1%[57.5 µM]	3%	9%	-1%	1%
COc1ccc2c(CSc3nc4nc(C)cc(C)n4n3)cc(=O)oc2c1	10µM*	-6%	?	i	i	-6%	0.3%[57.5 µM]	1%	86%[activator]	0%	-1%
O=C(NCCCN1CCOCC1)c1cc2c(s1)CSC2	-9%	-7%	4%	i	i	1%	0.5%[0.369 µM]	-2%	-27%	-1%	-1%
COc1ccc(C(=O)NCC23C=CC(O2)C2C(=O)N(Cc4ccccc4)C(=O)C23)cc1 (stereo not given)	-9%	-21%	-12%	nt	nt	-1%	-6.1%	0%	-9%	-2%	-3%
CC1CCCC(NC(=O)C2CCN(S(=O)(=O)N3CCOCC3)CC2)C1C (stereo not given)	13%	1%	-12%	i	i	4%	-0.7%	0%	-1%	2%	-5%
CC(=O)COc1cc(C)cc2oc(=O)c(C)c(C)c12	15%	-6%	?	i	i	-5%	0.7%	-4%	136%[activator]	-3%	13%
Cc1ccc(OCc2nc(C#N)c(NCCCn3ccnc3)o2)cc1	6%	43%[activator]	-3%	i	i	0%	-0.8%	1%	3%	-23%	14%
Cc1nc(NC2=NCN(CCCN3CCOCC3)CN2)nc2c(C)cccc12	-4%	28%	30%[activator]	i	i	?	-4.7%[57.5 µM]	2%	-11%	0%	139%
c1ccc2c(c1)NC1(CCCC1)n1c-2nc2ccccc21	4%	-6%	7%	i	i	-4%	-0.2%[57.5 µM]	25µM*	?	7%	1%
CC[C@](N)(C(=O)O)C(C)C	6%[7.6 µM]	4%[11.4 µM]	4%[11.5 µM]	i	i	8%[11.4 µM]	0.4%[9.22 µM]	2%[11.4 µM]	0%[11.4 µM]	-2%[11 µM]	-5%[11.4 µM]
Cc1cc(NCCCN2CCOCC2)n2nc(C)c(-c3ccc(F)cc3)c2n1	?	-42%	?	i	i	-1%	nt	-2%	5%	?	-16%
CC1CC(C)CN(S(=O)(=O)c2ccc3c(c2)oc(=O)n3CC(=O)N2CCOCC2)C1 (stereo not given)	5%	5%	-1%	nt	nt	-4%	0.0%	1%	-2%	4%	-7%
CCCn1c2ccccc2c2cc(C(=O)O)ccc21	-4%	-2%	-10%	nt	nt	0%	-0.1%	-1%	-13%	-8%	-6%

Fetched by structure from the entries so far (3):
SMILES	CRE-bla Fsk	15-hLO inh	ERK AVP inh	Rhodamine autofl	Texas Red fluor	Pol III holo inh	HBB splice mod	Luciferase inh	HADH2 inh	Hsp90 Hop PPI	Tau fil binding
CC1CCCC(NC(=O)C2CCN(S(=O)(=O)N3CCOCC3)CC2)C1C (stereo not given)	13%	1%	-12%	i	i	4%	-0.7%	0%	-1%	2%	-5%
COc1ccc(C)cc1NC(=O)c1cc2cc3ccc(C)cc3nc2o1	?	2%	7%	i	i	-3%	0.0%	0%	14%	0%	0%
O=C(NCCCN1CCOCC1)c1cc2c(s1)CSC2	-9%	-7%	4%	i	i	1%	0.5%[0.369 µM]	-2%	-27%	-1%	-1%

Next section
SMILES	CRE-bla Fsk	15-hLO inh	ERK AVP inh	Rhodamine autofl	Texas Red fluor	Pol III holo inh	HBB splice mod	Luciferase inh	HADH2 inh	Hsp90 Hop PPI	Tau fil binding
CCN1CCN(CCCNc2ncnc3nc[nH]c23)CC1	?	6%	nt	nt	nt	2%	0.9%	-1%	2%	-2%	-3%
Cc1noc(C)c1C(=O)N1CCC[C@@]2(CCN(Cc3ccccc3)C2)C1	2%	2%	36%	i	i	0%	0.0%	1%[11.4 µM]	0%	2%	0%
Cc1noc(NS(=O)(=O)c2ccc(NC(=O)CCC3CCCCC3)cc2)c1C	?	-4%	-27%	i	?	1%	0.5%	1%	1%	-3%	-2%
O=C(O)C1(c2cccc(Cl)c2)CCC1	?	2%	6%	i	i	-5%	-3.9%	6%	-3%	1%	36%
CCN1C(=O)c2ccccc2S(=O)c2ccc(C(=O)N3CCCCCC3)cc21 (stereo not given)	9%	4%	-8%	nt	nt	-3%	-1.0%	3%	-1%	-1%	-6%
c1cncc(-c2cc(NCc3cccs3)ncn2)c1	?	25µM*	-25%	i	i	-3%	-0.4%	2%[2.29 µM]	25µM*	-8%	-5%
COc1cccc(-c2cc(C(=O)Nc3cnn(Cc4ccccc4C)c3)no2)c1	-18%	-21%	-16%	i	i	-6%	-0.9%	-7%	64%[activator]	4%	113%
O=C(c1cccc(F)c1)N1CCc2ccccc21	-9%[7.6 µM]	-5%[11.4 µM]	-21%	nt	nt	-1%[11.4 µM]	0.3%[0.0738 µM]	1%	1%[11.4 µM]	3%[11 µM]	-9%[11.4 µM]
COc1ccc(NC(=O)CSc2nccn2-c2ccccc2)c(OC)c1	4%	-2%	-18%	i	i	-1%	-1.1%	-1%	0%	-24%	1%
O=C(Cc1cn2ccsc2n1)Nc1nc2c(s1)CCCC2	?	4%	-8%	i	i	-2%	-0.3%	1%	4%	-12%	0%
